# Screening data as filed in PubChem.
# Pf growth 48h: P. falciparum growth inhibition at 48 hours (one generation); 310,000 compounds, 5.9% hits; AID 504832; P. falciparum luciferase growth in erythrocytes, 48 h; Potency, µM (highest dose often 28.7 µM), without a hit: at the highest dose activity change, negative = inhibition, most hits filed as inhibitors; note: potency is the fitted concentration of half-maximal effect; % is set by controls: 0 for no effect and ±100 for the full control effect
#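 In quantitative HTS format, infected erythrocytes bearing luciferase-reporter parasites were treated for a single generation at 37 C. Luminescence after adding detection reagent served as the growth measure.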
# LmPK inh: blocks Leishmania mexicana pyruvate kinase activity; 290,000 compounds, 0.37% hits; Q27686; Potency, µM (series often up to 57.5 µM), for inactives: at the highest dose activity change, negative = inhibition, usual class: inhibitors; AID 1721; purified LmPK, Kinase-Glo ATP luminescence, 1 h; note: potency is the fitted concentration of half-maximal effect; % is set by controls: 0 for no effect and ±100 for the full control effect
# Target sequence (Q27686 whole entry, looked up): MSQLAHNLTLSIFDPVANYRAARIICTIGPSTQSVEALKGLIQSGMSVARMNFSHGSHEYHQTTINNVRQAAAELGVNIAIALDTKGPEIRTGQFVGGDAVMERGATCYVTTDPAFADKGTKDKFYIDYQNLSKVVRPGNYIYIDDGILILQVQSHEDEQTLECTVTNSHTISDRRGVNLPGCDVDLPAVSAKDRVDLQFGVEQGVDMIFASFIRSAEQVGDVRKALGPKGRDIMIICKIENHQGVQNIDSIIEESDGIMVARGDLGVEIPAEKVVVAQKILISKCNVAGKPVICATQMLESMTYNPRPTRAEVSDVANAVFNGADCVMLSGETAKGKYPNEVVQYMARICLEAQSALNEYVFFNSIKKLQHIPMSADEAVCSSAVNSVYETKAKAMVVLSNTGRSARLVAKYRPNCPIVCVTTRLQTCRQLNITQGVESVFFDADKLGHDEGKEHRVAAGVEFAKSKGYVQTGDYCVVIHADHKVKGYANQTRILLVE
#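 qHTS format; LmPK 0.1 nM; substrates PEP 0.5 mM and ADP 0.1 mM. One-hour room-temperature incubation, then coupled luciferase luminescence; 0.5 nM enzyme wells mark activation.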
# Shiga inhibitor: Shiga toxin inhibition; Vero cells, Shiga toxin protein synthesis inhibition reporter; inhibition, % at 38.7 µM; 290,000 compounds, 9.2% hits; AID 2315; in the data active = inhibition mostly above about 28%, no sharp cut-off; inactive = mostly below about 43%; note: 0% is about no effect
# CHX counter: counter-screen hit for Shiga toxin inhibitors, cycloheximide | AID 2314 | cell reporter, cycloheximide protein synthesis inhibition counterscreen | max response, % | 300,000 compounds, 12% hits; in the data active = max response mostly above about 13%, no sharp cut-off; inactive = mostly below about 14%; note: read at 38.3 µM for the half of the compounds with a filed dose; 0% is about no effect
# AmpC no deterg: blocks E. coli AmpC beta-lactamase in detergent-free assay; P00811; AmpC nitrocefin hydrolysis, absorbance 480 nm, 0.0001% Triton; Potency, µM (top dose mostly 57.1 µM), for the others: at the highest dose activity change, negative = inhibition, actives largely listed as inhibitors; 330,000 compounds, 0.52% hits;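 note: potency is the fitted concentration of half-maximal effect; plate controls were no compound for no effect and no enzyme for full effect; nearly all actives have a fitted effect of over 20% in size; some results filed as inactive show a strong effect at the top dose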
# Target sequence (P00811 whole entry, looked up): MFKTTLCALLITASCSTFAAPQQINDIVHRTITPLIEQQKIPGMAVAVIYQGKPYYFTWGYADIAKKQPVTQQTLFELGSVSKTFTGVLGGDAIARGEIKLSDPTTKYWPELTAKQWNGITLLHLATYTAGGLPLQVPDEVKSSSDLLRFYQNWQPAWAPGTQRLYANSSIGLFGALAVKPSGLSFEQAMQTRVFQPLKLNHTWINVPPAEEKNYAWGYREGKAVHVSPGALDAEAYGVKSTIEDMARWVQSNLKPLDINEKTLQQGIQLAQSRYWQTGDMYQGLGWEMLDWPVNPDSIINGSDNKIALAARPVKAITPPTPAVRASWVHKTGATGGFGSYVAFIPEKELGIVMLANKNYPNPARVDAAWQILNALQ
#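 20 mM phosphate pH 7.0 + 0.01% (detergent screen) or 0.0001% Triton X-100; 5.3 nM AmpC reagent; cpd preinc 15 min RT; nitrocefin (800 uM stock) to start; A480 q20 s × 4 min; Activity was normalised to no-enzyme and no-compound control wells.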
# Pf growth 96h: inhibits malaria parasite growth, 96 h | P. falciparum luciferase reporter growth, 96 h | Potency, µM (top dose mostly 28.7 µM), without a hit: at the top dose activity change, negative = inhibition, most hits filed as inhibitors | 320,000 compounds, 6.9% hits; note: potency is the fitted concentration of half-maximal effect; % is set by controls: 0 for no effect and ±100 for the full control effect
#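 P. falciparum expressing integrated firefly luciferase, in erythrocytes at 2% hematocrit, 0.05% parasitemia, incubated with compounds 96 h at 37 C, 5% CO2. Growth inhibition read as loss of luminescence; two-generation exposure targets delayed-death apicoplast inhibitors.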
# TbPYK inhibitor: inhibitors of Trypanosoma brucei pyruvate kinase. AID 624173. Potency, µM (titrated, usually from 76.8 µM), for the others: top-dose activity, negative = inhibition, most hits filed as inhibitors. 410,000 compounds, 0.12% hits. TbPYK enzyme, Kinase-Glo Plus ATP luminescence, 45 min. Q57TT1; note: potency is the fitted concentration of half-maximal effect; % is set by controls: 0 for no effect and ±100 for the full control effect; nearly all actives have a fitted effect of over 50% in size
#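 Activity of T. brucei pyruvate kinase was followed by Kinase-Glo Plus luminescence after the enzyme reacted 45 min at room temperature with 130 uM ADP (final) and substrate. Test compounds were added before ADP at multiple concentrations.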
# An asterisk follows results filed as active; ? = inconclusive; · = no result given; & = joins results of further samples; [ ] = remark or other dose. Unless noted, calls come from the whole dose curve; as a rule, active = well fitted curve in the direction sought with a large enough effect; inconclusive = small, poorly fitted or top-dose-only effect, or another doubt; inactive = no such curve, though single readings can be large; an effect the other way counts as inactive or inconclusive.
1	CCOC(=O)c1ccc(NS(=O)(=O)c2ccc(-c3coc(C)n3)cc2)cc1
2	Cc1ccccc1CS(=O)(=O)Cc1ccc(C(=O)NCc2ccccn2)o1
3	CC(C)(C)c1ccc(C(=O)NC2CCS(=O)(=O)C2)cc1 (stereo not drawn)
4	CCn1c(SCC(=O)N2CCCc3ccccc32)nnc1-c1ccco1
5	CCN(C(=O)CSc1nc2nc(C)cc(C)n2n1)c1cccc(C)c1

screen / no.,1,2,3,4,5
Pf growth 48h,17%,?,41%[activator],?,3%
LmPK inh,10%,-4%,0%,6%,7%
Shiga inhibitor,-7,-11,24,3,13
CHX counter,2,-3,10,0,1
AmpC no deterg,0%,-2%,-1%,0%,27%
Pf growth 96h,22%,1%,-1%,-6%,-29%
TbPYK inhibitor,7%,-4%,4%,7%,-4%

6	CCc1ccc(/C=C/c2c[nH]c3ccccc23)[n+](CC)c1
7	Cc1cc(C(=O)CSc2nnc(C3CC3)n2C2CC2)c(C)n1C(C)C
8	O=S(=O)(c1cccs1)N1CCN(c2ccccc2F)CC1
9	O=C(NCC(F)(F)F)Nc1nnc(C(F)(F)F)s1
10	Cc1ccc(-n2cccc2/C=C2\C(=N)N3N=C(c4ccco4)SC3=NC2=O)cc1

screen / no.,6,7,8,9,10
Pf growth 48h,0.21µM*,?,13%,-26%,?
LmPK inh,-4%,·,-2%,5%,-4%
Shiga inhibitor,-3,·,3,28,-4
CHX counter,-1,·,-4,0,-1
AmpC no deterg,-22%,1%,-26%,-11%,-55%
Pf growth 96h,0.074µM*,-22%,?,?,?
TbPYK inhibitor,-14%,3%,7%,-10%,1%

11	O=S(=O)(NCCCCCNS(=O)(=O)c1ccccc1)c1ccccc1
12	c1ccc(C(OC2CCCN(CCc3ccc4c(c3)OCO4)C2)c2ccccc2)cc1 (stereo not drawn)
13	COc1ccc(N(Cc2cc(=O)[nH]c3ccccc23)C(C)=O)cc1
14	Cc1cccc(C)c1NC(=S)/C(=C(\[O-])c1cccs1)[n+]1ccccc1
15	Cc1ccc(S(=O)(=O)N(CCC(=O)O)Cc2ccc(Cl)cc2)cc1

screen / no.,11,12,13,14,15
Pf growth 48h,4%,·,-17%,19%,·
LmPK inh,-2%,·,1%,-1%,8%
Shiga inhibitor,-13,16,3,-11,2
CHX counter,1,-4,1,-1,-3
AmpC no deterg,-33%,·,-7%,-25%,-34%
Pf growth 96h,?,·,8%,0%,5%
TbPYK inhibitor,-11%,4%,-10%,1%,0%

16	O=C(c1ccc(Cl)cc1Cl)C1(n2cncn2)Oc2ccccc2C1O (stereo not drawn)
17	COc1ccccc1-c1ccc(=O)n(CC(=O)NCC2CCCO2)n1 (stereo not drawn)
18	Cc1ccc(C(=O)NNC(=O)CCC(=O)Nc2cc(C)on2)cc1
19	CN1C(=O)CSC1=NCC12CC3CC(CC(C3)C1)C2
20	Cc1ccccc1N(CC(=O)N1CCCCCC1)S(C)(=O)=O

screen / no.,16,17,18,19,20
Pf growth 48h,4%,23%,34%[activator],-6%,16%
LmPK inh,4%,10%,-9%,3%,-5%
Shiga inhibitor,-11,-19,-16,-11,4
CHX counter,-3,-4,-3,-8,3
AmpC no deterg,4%,-7%,-10%,-14%,-7%
Pf growth 96h,5%,-3%,279%[activator],·,?
TbPYK inhibitor,-4%,6%,-4%,2%,3%

21	COc1ccccc1/C=C/C1(C(=O)NC2CCCC2)CC(=O)N1c1ccc(F)cc1 (stereo not drawn)
22	COc1ccc(Br)cc1/C=N/NC(=O)c1ccc2nc[nH]c2c1
23	CC(=O)CCC1CC(c2ccc(Cl)cc2)=NO1 (stereo not drawn)
24	CC(=O)N1CCN=C1SCc1cccc(Cl)c1
25	Cc1nn(CC(=O)NCCc2ccco2)c(=O)c2nn(-c3ccccc3)c(C)c12

screen / no.,21,22,23,24,25
Pf growth 48h,10µM*,18%,134%[activator],4%,15%
LmPK inh,0%,2%,·,-10%,4%
Shiga inhibitor,14,-7,·,2,-3
CHX counter,2,-1,·,1,1
AmpC no deterg,44%,-35%,-15%,-8%,-4%
Pf growth 96h,32%[activator],30%,127%[activator],?,7%
TbPYK inhibitor,1%,0%,-1%,-9%,-10%

26	COc1ccc(NC(=O)COc2cc(C)cc(C)c2)cc1S(=O)(=O)N1CCCCC1
27	COc1ccccc1CN1C(=S)SC(C)(C)C1NO (stereo not drawn)
28	N#Cc1nc(COc2ccc(Cl)cc2)oc1N1CCCC1
29	C/C(=N\O)C(=O)NCc1ccncc1
30	Cc1ccccc1COc1ccc(/C=C(\C#N)C(N)=O)cc1

screen / no.,26,27,28,29,30
Pf growth 48h,?,-17%,·,6%,11%
LmPK inh,·,1%,1%,-1%,0%
Shiga inhibitor,·,4,-7,48,62
CHX counter,·,-3,-3,-4,16
AmpC no deterg,25%,-25%,1%,-17%,-11%[2.29 µM]
Pf growth 96h,?,-26%,-5%,4%,?
TbPYK inhibitor,2%,-2%,0%,-9%,8%

31	Cc1cccc(NC(=O)/C(=C\c2ccco2)NC(=O)c2ccccc2)c1
32	COc1ccc(N(Cc2cc(=O)[nH]c3ccccc23)C(=O)C(C)C)cc1
33	Nc1nc(Cl)cc(N2CCCC2)n1
34	C#CCCc1cocc1/C=[N+](\[O-])c1ccc(C(=O)OCC)cc1
35	CN(CCCNC(=O)c1cc2c(Cl)nc3ccccc3c2s1)Cc1ccccc1

screen / no.,31,32,33,34,35
Pf growth 48h,-12%,?,0%,?,3.3µM*
LmPK inh,-11%,-2%,3%,·,11%
Shiga inhibitor,-2,3,-3,·,-8
CHX counter,11,-3,8,·,-1
AmpC no deterg,-39%,-8%,-7%,-15%,177%[activator]
Pf growth 96h,·,2%,7.4µM*,?,?
TbPYK inhibitor,·,0%,-3%,-11%,-13%&1%

36	Cc1cc(C(C)(C)C)cc(S(=O)(=O)NCCc2ccncc2)c1C
37	CCCn1c(SCC(=O)N2CCCCC2)nnc1-c1ccco1
38	CC(=O)Nc1ccc(NC(=O)C(C)OC(=O)CNC(=O)c2ccc(-c3ccccc3)cc2)cc1 (stereo not drawn)
39	CC(NC(=O)CCNS(=O)(=O)c1ccc2c(c1)oc(=O)n2C)c1ccccc1 (stereo not drawn)
40	CCOC(=O)c1ccc(S(=O)(=O)N(CCO)Cc2cc3cc(OC)c(OC)cc3[nH]c2=O)cc1

screen / no.,36,37,38,39,40
Pf growth 48h,-23%,34%[activator],5%,1%,2%
LmPK inh,2%,1%,·,0%,-1%
Shiga inhibitor,-2,-11,·,-7,-7
CHX counter,-3,-1,·,-4,1
AmpC no deterg,33%,-1%,-21%,-8%,-5%
Pf growth 96h,17%,?,38%[activator],49%[activator],-10%
TbPYK inhibitor,0%,-11%,0%,3%,-5%

41	Cn1c(Sc2ccc(Br)cc2)c(C=O)c2ccccc21
42	CCC(=O)NC(c1ccc(OC)cc1)c1cc(Cl)c2cccnc2c1O (stereo not drawn)
43	NS(=O)(=O)c1cccc(NC(=O)COC(=O)Cn2cc(C(F)(F)F)ccc2=O)c1
44	Clc1ccc(-c2nc(N3CCCCC3)nc3ccccc23)cc1
45	COCCCNC(=O)c1ccccc1Sc1ccc(NC(C)=O)nc1

screen / no.,41,42,43,44,45
Pf growth 48h,?,4%,-22%,?,·
LmPK inh,5%,-3%,·,7%,-3%
Shiga inhibitor,1,-8,·,5,27
CHX counter,-3,-3,·,-2,-1
AmpC no deterg,-29%,6%,-29%,-28%,-1%
Pf growth 96h,?,288%[activator],-18%,-17%,11%
TbPYK inhibitor,6%,-10%,0%,-5%,-14%

46	Cc1cc(/C=C2/NC(=O)N(Cc3ccccc3F)C2=O)c(C)n1-c1ccccn1
47	O=c1[nH]c2cc3c(cc2cc1CN(Cc1ccccc1)Cc1nnnn1Cc1ccco1)OCCO3
48	O=C(COC(=O)/C=C/c1ccc(F)cc1)Nc1ccccc1-c1ccccc1
49	COc1ccc(Cl)cc1C(=O)NCc1ccc2c(c1)OCO2
50	CC1CC(C)CN(C(=O)CSCC(=O)O)C1 (stereo not drawn)

screen / no.,46,47,48,49,50
Pf growth 48h,9.3µM*,?,-15%,?,20%
LmPK inh,1%,2%,-3%,-2%,4%
Shiga inhibitor,3,48,-7,24,9
CHX counter,-1,3,-1,11,-2
AmpC no deterg,-13%,-25%,-12%,-36%,19%
Pf growth 96h,?,·,0%,-1%,41%[activator]
TbPYK inhibitor,-3%,-7%,2%,-2%,4%

51	CCC(C(=O)Nc1ncccn1)(C(F)(F)F)C(F)(F)F
52	COCCN(Cc1ccccc1)C(=O)Cc1ccc(OC)c(S(=O)(=O)N2CCOCC2)c1
53	O=C1C=C(NCc2ccccc2)CCC1
54	CC(C)OCCCNC(=O)c1cc(S(=O)(=O)N2CCc3ccccc32)cn1C
55	CC(=O)N(C)C1(c2nnnn2CCOC(=O)Nc2ccc(Cl)cc2)CCCCC1

screen / no.,51,52,53,54,55
Pf growth 48h,3%,0%,-1%,-5%,-7%
LmPK inh,5%,·,-2%,-5%,2%
Shiga inhibitor,0,·,6,-5,-11
CHX counter,-3,·,-1,1,1
AmpC no deterg,-13%,28%,-6%,79%[activator],-5%
Pf growth 96h,17%,-2%,31%[activator],10%,2%
TbPYK inhibitor,-7%,-6%,8%,-1%,-6%

# Structures listed so far containing a COOH group:
15	Cc1ccc(S(=O)(=O)N(CCC(=O)O)Cc2ccc(Cl)cc2)cc1
50	CC1CC(C)CN(C(=O)CSCC(=O)O)C1 (stereo not drawn)

screen / no.,15,50
Pf growth 48h,·,20%
LmPK inh,8%,4%
Shiga inhibitor,2,9
CHX counter,-3,-2
AmpC no deterg,-34%,19%
Pf growth 96h,5%,41%[activator]
TbPYK inhibitor,0%,4%

# Remaining list, next part:
56	COc1cc(C2C(C#N)=C(N)OC3=C2C(=O)CC(C)(C)C3)c([N+](=O)[O-])cc1OC (stereo not drawn)
57	CCN(CC)c1ccc(/C=C(\C#N)C(N)=O)cc1
58	CCSc1nnc(NC(=O)CSc2nc3c(c(=O)n2-c2ccccc2)SCC3)s1
59	CCCCc1ccc(C2C(C#N)=C(N)SC(N)=C2C#N)s1
60	Cc1ccc(N2CCN(C(=O)CNS(=O)(=O)c3ccc(Br)s3)CC2C)cc1 (stereo not drawn)

screen / no.,56,57,58,59,60
Pf growth 48h,0%,98%[activator],5%,?,-10%
LmPK inh,0%,-2%,4%,-1%,6%
Shiga inhibitor,-6,71,2,2,20
CHX counter,-4,29*,-2,1,-1
AmpC no deterg,-19%,-14%,-25%,?,79%[activator]
Pf growth 96h,484%[activator],1%,0%,61%[activator],?
TbPYK inhibitor,-3%,4%,-4%,·,7%

61	CC1(C)Cc2ccccc2-c2nnc(-c3ccccc3)n21
62	Cc1nc2ccccc2c(=O)n1/N=C/c1ccccc1F
63	COc1ccc(OC)c2[nH]c(=O)c(CCNC(=O)c3ccc(S(=O)(=O)N(C)C)cc3)cc12
64	O=C(Oc1ccccc1C(=O)N1CCOCC1)c1ccc(Br)cc1

screen / no.,61,62,63,64
Pf growth 48h,-9%,·,7%,·
LmPK inh,-16%,-2%,2%,0%
Shiga inhibitor,-15,105*,7,-13
CHX counter,6,52*,6,-3
AmpC no deterg,-10%,2%,-18%,27%
Pf growth 96h,·,9.3µM*,80%[activator],·
TbPYK inhibitor,·,0%,0%,-1%
